Screening data (PubChem BioAssay)
Cav3 T inh – blocks human Cav3.2 T-type calcium channel. O95180. Cav3.2-expressing cells, Fluo-4 calcium fluorescence FDSS; hits give low values. B-score at 10 µM. hit rate 4% among 100,000. AID 449739;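 active means single-dose well whose peak fluorescence ratio is a statistical outlier from its plate by either plate-standardised score or position-corrected B-score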
Target sequence (O95180 whole entry, looked up): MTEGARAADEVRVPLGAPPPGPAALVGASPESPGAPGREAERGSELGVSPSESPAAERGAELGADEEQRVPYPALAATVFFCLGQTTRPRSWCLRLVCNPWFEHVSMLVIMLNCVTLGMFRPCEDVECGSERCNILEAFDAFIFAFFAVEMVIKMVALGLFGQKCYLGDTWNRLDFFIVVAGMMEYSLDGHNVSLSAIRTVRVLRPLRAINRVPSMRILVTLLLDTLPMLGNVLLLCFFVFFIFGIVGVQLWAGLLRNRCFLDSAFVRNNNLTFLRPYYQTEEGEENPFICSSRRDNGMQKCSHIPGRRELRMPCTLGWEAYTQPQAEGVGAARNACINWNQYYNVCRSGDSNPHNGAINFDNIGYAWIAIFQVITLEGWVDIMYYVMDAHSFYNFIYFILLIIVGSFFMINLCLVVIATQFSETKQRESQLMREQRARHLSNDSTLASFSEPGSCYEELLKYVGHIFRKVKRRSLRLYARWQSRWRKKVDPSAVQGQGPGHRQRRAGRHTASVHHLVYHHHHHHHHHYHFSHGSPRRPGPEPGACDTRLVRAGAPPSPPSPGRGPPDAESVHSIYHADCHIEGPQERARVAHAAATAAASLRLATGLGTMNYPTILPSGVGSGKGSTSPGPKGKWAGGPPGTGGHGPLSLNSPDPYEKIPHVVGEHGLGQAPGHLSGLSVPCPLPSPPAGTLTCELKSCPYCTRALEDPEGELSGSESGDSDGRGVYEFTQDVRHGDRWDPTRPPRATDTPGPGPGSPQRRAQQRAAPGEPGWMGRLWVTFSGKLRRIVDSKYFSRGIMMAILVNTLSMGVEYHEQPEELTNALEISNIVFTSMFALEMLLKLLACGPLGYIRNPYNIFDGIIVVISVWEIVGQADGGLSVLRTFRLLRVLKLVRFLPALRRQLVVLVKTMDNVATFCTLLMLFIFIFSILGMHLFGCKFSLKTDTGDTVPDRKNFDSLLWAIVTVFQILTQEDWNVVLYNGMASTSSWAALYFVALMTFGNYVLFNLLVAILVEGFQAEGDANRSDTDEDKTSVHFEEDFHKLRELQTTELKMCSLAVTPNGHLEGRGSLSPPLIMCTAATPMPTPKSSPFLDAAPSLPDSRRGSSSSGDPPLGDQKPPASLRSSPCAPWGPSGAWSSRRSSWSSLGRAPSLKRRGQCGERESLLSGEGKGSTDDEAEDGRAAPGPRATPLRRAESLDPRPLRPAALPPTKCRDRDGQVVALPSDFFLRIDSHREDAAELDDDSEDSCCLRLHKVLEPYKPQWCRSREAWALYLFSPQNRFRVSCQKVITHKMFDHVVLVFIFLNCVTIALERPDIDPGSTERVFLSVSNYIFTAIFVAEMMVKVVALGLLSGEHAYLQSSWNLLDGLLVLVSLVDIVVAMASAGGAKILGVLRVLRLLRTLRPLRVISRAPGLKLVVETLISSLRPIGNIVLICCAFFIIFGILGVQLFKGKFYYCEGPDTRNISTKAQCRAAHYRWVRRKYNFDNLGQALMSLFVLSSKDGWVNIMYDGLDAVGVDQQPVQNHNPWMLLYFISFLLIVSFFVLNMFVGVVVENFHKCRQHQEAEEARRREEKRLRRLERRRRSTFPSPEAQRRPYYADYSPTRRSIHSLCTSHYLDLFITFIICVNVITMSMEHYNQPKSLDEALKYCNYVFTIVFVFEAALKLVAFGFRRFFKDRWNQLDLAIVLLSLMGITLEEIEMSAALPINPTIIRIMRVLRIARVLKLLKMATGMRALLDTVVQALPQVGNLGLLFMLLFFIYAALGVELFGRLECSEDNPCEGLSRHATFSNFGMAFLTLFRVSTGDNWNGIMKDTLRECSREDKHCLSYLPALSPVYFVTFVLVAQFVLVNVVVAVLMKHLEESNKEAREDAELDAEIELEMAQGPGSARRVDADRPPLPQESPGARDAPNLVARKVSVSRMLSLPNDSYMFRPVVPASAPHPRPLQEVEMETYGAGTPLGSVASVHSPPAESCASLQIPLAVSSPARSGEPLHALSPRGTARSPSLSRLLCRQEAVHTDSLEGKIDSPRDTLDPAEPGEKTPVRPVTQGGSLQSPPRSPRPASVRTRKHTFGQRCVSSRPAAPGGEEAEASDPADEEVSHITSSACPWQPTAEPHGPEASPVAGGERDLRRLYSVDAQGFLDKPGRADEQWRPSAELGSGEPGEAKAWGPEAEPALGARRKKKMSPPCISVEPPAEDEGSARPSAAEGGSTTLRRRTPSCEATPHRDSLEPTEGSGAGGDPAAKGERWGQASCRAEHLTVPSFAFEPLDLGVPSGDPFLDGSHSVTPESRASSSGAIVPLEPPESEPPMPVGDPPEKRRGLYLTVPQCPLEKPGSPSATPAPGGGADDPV
Numbers without * were called inactive.

molecule,Cav3 T inh
O=C(Nc1ccccc1)OC1C2CCC1C(N1CCCCC1)CC2 (configuration not stated),0.0799
COc1cc(C)c(Cl)cc1S(=O)(=O)NCc1ccco1,-0.907
CC(C)CCn1c(CN2CCN(c3cccc(Cl)c3)CC2)nc2c1c(=O)n(C)c(=O)n2C,-5.43
O=C1CSC(c2cccnc2)N1c1ccc(F)cc1 (configuration not stated),-0.625
CSc1nc(SCC(N)=O)c2c3c(sc2n1)CN(C)CC3,4.12*
O=C(c1ccc(Cl)cc1)c1ccc(CN2C(=O)c3ccccc3C2=O)o1,-0.214
CCC(=O)NCCNc1nc2cc(C)c(C)cc2cc1C#N,0.263
CCn1c(-c2cccnc2)n[nH]c1=S,-0.0181
CCOCCCNc1ncnc2c1[nH]c1ccccc12,0.844
Cc1ccccc1Nc1nc(N)nc(CSc2nc3ccccc3c(=O)n2C)n1,0.367
O=C(CSc1ncccc1C(=O)O)c1ccc2ccccc2c1,-0.677
Cc1cccc2cc(C#N)c(NCCCn3ccnc3)nc12,0.431
CC1C/C(=N/N2C(=O)CSC2=S)CC(C)(C)C1 (configuration not stated),0.225
O=C(CN1C(=O)COc2ccc(Cl)cc21)N1CCc2ccccc21,-0.00441
Clc1ccc(SCCn2ccnc2)cc1,-0.903
CCN(C(=O)C1CCN(S(=O)(=O)c2ccc3c(c2)oc(=O)n3C)CC1)c1cccc(C)c1,-0.00149
CN(C)c1cccc(C(=O)OCc2cc(=O)oc3cc(O)ccc23)c1,-0.562
Cc1ccc(C(=O)OCCN2CCN(c3ncc(C(F)(F)F)cc3Cl)CC2)cc1,-0.408
Cc1cc(C)c(C#N)c(SCc2ccccc2C(=O)O)n1,0.0698
CN(CC(=O)Nc1cccc2c1CCCC2)S(=O)(=O)c1ccc(Cl)cc1,0.715
CCOC(=O)c1[nH]c(C)c(C(=O)N2CCN(c3ccccc3)CC2)c1C,0.563
CCOC(=O)C(CC)Sc1nc2c(c(=O)[nH]c(=O)n2C)n1C/C=C(/C)Cl (configuration not stated),2.67
Cc1c(-c2ccccc2)nc2ccccc2c1C(=O)O,0.908
CCn1c(=O)c2ccccc2n2c(SCC(=O)N3CCCc4ccccc43)nnc12,-0.22
Cc1cc(=O)oc2c(CN(CC(C)C)CC(C)C)c(O)ccc12,0.0904
Cc1cc(S(=O)(=O)NCCc2ccccc2)c(C)s1,-3.15
NC(=O)COC(=O)C(Cc1ccccc1)NS(=O)(=O)c1ccccc1F (configuration not stated),-0.899
Cc1c(C(=O)Nc2ccc(Cl)cc2)c2ccccn2c1C(=O)c1ccccc1,-0.902
O=C(NCc1ccccc1Cl)c1csc2c1CCCCC2,0.272
Cn1c(SCC(=O)NCc2ccc3c(c2)OCO3)nnc1-c1c[nH]c2ccccc12,-0.751
N#CC(c1ccc(O)cc1)N1CCCCC1 (configuration not stated),0.682
Cc1nnc(SCC(=O)N2c3ccccc3Sc3ccccc32)n1N,0.482
COc1cc(OC)c(C(=O)Nc2cccc(C(C)=O)c2)cc1OC,-0.532
Cc1cc(Nc2ccccc2)n(CCC#N)n1,0.669
COc1cc(C(=O)N(Cc2cccnc2)Cc2cc3cc4c(cc3[nH]c2=O)OCCO4)cc(OC)c1OC,1.62
O=C(CCn1nc(-c2ccc(Cl)cc2)ccc1=O)NCc1ccccn1,-0.032
CN(C)c1ccc(NC(=O)CN2CCN(S(=O)(=O)c3cc(Cl)ccc3Cl)CC2)cc1,-4.12*
CCOC(=O)c1[nH]c(C)c(C(=O)N2CCN(c3ccc(F)cc3)CC2)c1C,0.0686
O=C(COc1ccccc1)N1CCN(c2ccc([N+](=O)[O-])c(N3CCCCC3)c2)CC1,-2.45
O=S(=O)(c1ccccc1)c1nc(-c2cccs2)oc1NCC1CCCO1 (configuration not stated),-2.93
CC(Sc1nnc2ccccn12)C(=O)Nc1ncc(Cl)cc1Cl (configuration not stated),0.13
O=C(CSCc1ccc(F)cc1)N1CCOCC1,0.253
O=c1c2cc3c(=O)n(CC4CCCO4)c(=O)c3cc2c(=O)n1CC1CCCO1 (configuration not stated),0.719
N=C1C(c2nc3ccccc3[nH]2)=C(O)CN1c1ccccc1,-0.834
COc1ccc(Nc2nc(NC(C)(C)C)nc(N3CCCC3)n2)c(OC)c1,-0.105
N#CC1(c2ccccc2)CCCN1C(=O)c1ccco1 (configuration not stated),0.574
Cc1nnc2ccc(N3CCC4(CC3)OCCO4)nn12,0.72
CC(=O)c1cccc(N(C(=O)Cn2nnc3ccccc32)C(C(=O)NC2CCCCC2)c2cn(C)nc2C)c1 (configuration not stated),-2.47
C/C(=C(\C#N)C(=O)NCc1ccccc1)N(C)C,-0.117
COc1c2c(cc3oc(=O)c4c5ccc(O)cc5oc4c13)OC(C)(C)CC2,0.000887

Ordered by number of heavy atoms (highest first): 3 of the compounds above.
molecule,Cav3 T inh
Cn1c(SCC(=O)NCc2ccc3c(c2)OCO3)nnc1-c1c[nH]c2ccccc12,-0.751
CC(Sc1nnc2ccccn12)C(=O)Nc1ncc(Cl)cc1Cl (configuration not stated),0.13
N#CC1(c2ccccc2)CCCN1C(=O)c1ccco1 (configuration not stated),0.574

Later entries
molecule,Cav3 T inh
O=C(CSc1nc2ccccc2c(=O)[nH]1)Nc1ccc(S(=O)(=O)N2CCCC2)cc1,-0.523
CCCCN1C(=O)CC(C(=O)O)C1c1ccc(OC)cc1 (configuration not stated),-0.0129
COC(=O)c1nc2cc3c(cc2c(C)c1C(=O)OC)OCO3,0.132
Cn1c(N)c(C(=O)COC(=O)c2ccc3c(c2)OCCO3)c(=O)n(C)c1=O,-0.18
COC(=O)CC1SC(=O)NC1=Nc1ccc(O)cc1 (configuration not stated),0.668
COc1ccc(C(=O)N=c2nc3ccccn3s2)cc1,0.279
COc1ccc(S(=O)(=O)Nc2ccc(S(=O)(=O)N3CCOCC3)cc2)cc1C,0.704
CCCCCC(=O)N/N=C(\C)c1ccccn1,0.964
O=c1oc2ccccc2cc1-c1nnc(NCc2ccco2)s1,0.512
CCOC(=O)C1=C(OCc2ccc(Cl)cc2)C2C=C(C)C=CC2N=C1 (configuration not stated),-0.672
Cc1cc(NC(=O)c2c(Cl)c(C)nn2C)no1,0.995
CC12CC(NC(=O)N1c1cccc(C(=O)N3CCN(c4ccccn4)CC3)c1)c1ccccc1O2 (configuration not stated),-1.17
COCCNC(=O)c1onc(CSc2ccc(F)c(F)c2)c1C(=O)O,-0.431
O=C1OC(N2CCN(c3ccccn3)CC2)c2ccccc21 (configuration not stated),0.493
CCOc1ccccc1N(C(=O)c1snc(C(N)=O)c1N)C(C(=O)NCCC(C)C)c1ccco1 (configuration not stated),-2.34
COc1ccccc1NC(=O)c1nc[nH]c1C(=O)Nc1ccccc1OC,0.272
C[C@H]1C=C(C(=O)NC2CC2)O[C@@H](OCc2ccc(CO)cc2)C1,1.05
O=C(c1ccccc1Nc1ccc(SC(F)F)cc1)N1CCCCCC1,-6.83*
COc1cc(CCC(=O)Nc2cc(Cl)ccc2N2CCN(C)CC2)cc(OC)c1OC,1.58
Cn1c(=O)c2c(nc(CN3CCN(Cc4ccccc4)CC3)n2Cc2cccc(Cl)c2)n(C)c1=O,0.36
CC(C(=O)NCC1(c2ccccc2)CCCC1)N1CCCC1 (configuration not stated),-0.702
O=C1OC(N2CCN(C/C=C/c3ccccc3)CC2)c2ccccc21 (configuration not stated),-0.237
CC(C)C(=O)NC(Nc1cccc2cccnc12)C(Cl)(Cl)Cl (configuration not stated),-5.05*
CCn1c(=O)cc(N2CCC3(CC2)OCCO3)[nH]c1=O,0.38
COc1ccc(C2C3=C(CC(C)(C)CC3=O)Oc3ncn(CCCn4ccnc4)c(=N)c32)cc1 (configuration not stated),0.545

Brought forward from above: 5 compounds; new compounds follow.
molecule,Cav3 T inh
CC(C(=O)NCC1(c2ccccc2)CCCC1)N1CCCC1 (configuration not stated),-0.702
O=C1OC(N2CCN(C/C=C/c3ccccc3)CC2)c2ccccc21 (configuration not stated),-0.237
CC(C)C(=O)NC(Nc1cccc2cccnc12)C(Cl)(Cl)Cl (configuration not stated),-5.05*
CCn1c(=O)cc(N2CCC3(CC2)OCCO3)[nH]c1=O,0.38
COc1ccc(C2C3=C(CC(C)(C)CC3=O)Oc3ncn(CCCn4ccnc4)c(=N)c32)cc1 (configuration not stated),0.545
O=C(O)C1[C@H]2C(=O)N(C3CCCC3)C[C@]23C=C[C@H]1O3 (some centres not stated),0.633
Cc1cccc(NC(=O)C(C)Oc2ccccc2C)n1 (configuration not stated),-0.481
Cc1ccc(-c2nnn(CC(=O)Nc3ccc4nn(-c5ccccc5)nc4c3)n2)o1,0.125
COc1ccc(C2C3=C(CCCC3=O)Nc3nc(SCc4ccccc4)nn32)cc1OC (configuration not stated),-0.784
COc1ccc(NC(=O)C2CCCN(S(=O)(=O)c3c(C)[nH]c(=O)[nH]c3=O)C2)cc1 (configuration not stated),0.161
CCc1nnc(NC(=O)C(C)C)s1,-0.00594
COc1ccc(OC)c(NC(=O)Cn2cccc2)c1,-0.0623
COC(=O)Nc1nc2c(s1)CCCC2,1.16
COc1cc(C(C(=O)NC2CCCCC2)N(Cc2cccs2)C(=O)Cc2c[nH]c3ccccc23)cc(OC)c1OC (configuration not stated),-6.46*
CCCCn1c(SCC(=O)NCc2cccs2)nc2c1c(=O)n(C)c(=O)n2C,0.809
O=C(O)c1cc(S(=O)(=O)N2CCCCCC2)ccc1Cl,-0.839
CCO[C@H]1OC(C(N)=O)=C[C@@H](C2CCCCC2)[C@@H]1CCCO,0.662
COc1cc(C(=S)N2CCCCC2)ccc1OCC(=O)N1CCCC1,0.0485
COC(=O)c1ccc(Oc2c(C)oc3c(CN4CCN(C)CC4)c(O)ccc3c2=O)cc1,-2.41
C=CCN1C(=O)C(C)(C)Nc2ccccc21,0.422
Cc1cc(C(=O)OCC(=O)Nc2ccc(F)c(F)c2)c(C)o1,2.16
COc1ccccc1N=c1oc2cc(O)ccc2cc1C(N)=O,0.884
COc1ccc(-n2nc3cc(C)c(N)c(Br)c3n2)cc1,-0.384
COc1ccc(-c2noc(CSc3nc4ccccc4c(=O)n3-c3ccccc3)n2)cc1,-2.44
O=C1CC2(CON=C2c2ccc(F)cc2)C(=O)N1c1ccc(F)cc1 (configuration not stated),1.03
CN(C)CC/C=C1\c2ccccc2Sc2ccc(Cl)cc21,-1.66
Cc1ccccc1CN(c1ccc(C(=O)Nc2ccccc2C(=O)NCc2ccco2)cc1)S(C)(=O)=O,-1.95
COc1cccc(-c2nc(CS(=O)(=O)CC(=O)N3CCc4ccccc4C3)c(C)o2)c1,-4.85*
Cc1ccc(CNC(=O)C(Cc2ccccc2)NS(=O)(=O)c2ccc3c(c2)CCC(=O)N3)cc1 (configuration not stated),-1.3
CC[C@@H]1CN(C)[C@H]2Cc3c([nH]c4ccccc34)C(=O)C[C@@H]1[C@@H]2C(=O)OC,-1.04

Next section, starting with the last two of the part before.
molecule,Cav3 T inh
Cc1ccc(CNC(=O)C(Cc2ccccc2)NS(=O)(=O)c2ccc3c(c2)CCC(=O)N3)cc1 (configuration not stated),-1.3
CC[C@@H]1CN(C)[C@H]2Cc3c([nH]c4ccccc34)C(=O)C[C@@H]1[C@@H]2C(=O)OC,-1.04
CC(C)CNS(=O)(=O)c1ccc(CCC(=O)Nc2cc(Cl)ccc2Oc2ccccc2)cc1,-6.16*
COc1cc(CN2CCC(C(=O)NC3CCCC3)CC2)cc(OC)c1O,0.195
COc1cccc(NC(=O)C2CC(=O)n3cnnc3S2)c1 (configuration not stated),1.15
O=C1CCCC2=C1C(c1ccsc1)CC(=O)N2c1nnc(SCc2ccccc2)s1 (configuration not stated),-5.48*
COc1ccc(C2=Nn3c(nnc3-c3ccccn3)SC2)cc1OC,-2.12
Cc1ccccc1-n1c(C)nc2ccccc21,-0.438
Cn1c2c(c(=O)n(C)c1=O)C(NC(=O)c1ccco1)(C(F)(F)F)C(=O)N2 (configuration not stated),0.212
NC(=O)CC1(CC(=O)O)CCCCC1,0.137
COc1cc(/C=C2\SC(=S)N(Nc3ncc(C(F)(F)F)cc3Cl)C2=O)ccc1O,-2.45
Nc1ccc(O)c(-c2nc3ccccc3s2)c1,-0.219
O=C1OC(Nc2ccccn2)c2ccccc21 (configuration not stated),-0.14
COC(=O)c1cccc(N(C(=O)c2cnccn2)C(C(=O)NCc2ccccc2)c2ccco2)c1 (configuration not stated),-1.04
C=CCCC(=O)Nc1ccc(COC(=O)N2CCOCC2)cc1,0.0779
CCOC(=O)N1CCN(c2nc(-c3ccc(OC)cc3)no2)CC1,0.142
c1ccc2c(CSc3nnc(-c4ccncc4)o3)cccc2c1,-0.889
Oc1ccc(/C=N/NC(=S)NCc2ccco2)cc1,0.35
O=C(Cn1cnc([N+](=O)[O-])n1)N/N=C/c1ccccc1O,0.104
O=C1c2ccccc2C(O)N1c1cccnc1 (configuration not stated),-0.475
CCN(CC)c1ccc(N2C(=O)c3ccccc3C2=O)cc1,-0.36
CC(Sc1ccccc1)C(=O)Nc1ccc(N2CCOCC2)cc1 (configuration not stated),1.29
O=C(Cn1c(=O)sc2ccccc21)NCCOc1ccccc1F,0.000583
CCOC(=O)CSc1nnc(CSc2nc(C)cc(C)n2)n1Cc1ccco1,1.08
CC1(C)CC(=O)C2=C(C1)OC(N)=C(C#N)C2C1CC=CCC1 (configuration not stated),0.184
CCNc1c2c(nc3ccccc13)CC(C)(C)CC2=O,-0.0689
COc1cccc(C(=O)Nn2c(C)nnc2-n2nc(C)cc2C)c1,-0.0172
O=C1c2ccccc2-c2cccc(NS(=O)(=O)c3ccc(C(F)(F)F)cc3)c21,-0.792
COC(=O)C(NC(=O)c1ccccc1)(Nc1cc(C)cc(C)n1)C(F)(F)F (configuration not stated),-4.19*

A portion of the library. The share of hits here may be higher or lower than overall.
